Assay outcomes deposited in PubChem by National Center for Advancing Translational Sciences (NCATS).
FEN1 inhibitor = inhibitors of human flap endonuclease 1. Recombinant FEN1 flap cleavage, fluorescence, 15 min. AID 588795. P39748. actives 0.35% (n = 390,000). Potency, µM (titrated, usually from 114 µM), without a hit: top-dose activity change, negative = inhibition, actives largely listed as inhibitors; also: nearly all actives have a fitted effect of over 65% in size
Target sequence (P39748 whole entry, looked up): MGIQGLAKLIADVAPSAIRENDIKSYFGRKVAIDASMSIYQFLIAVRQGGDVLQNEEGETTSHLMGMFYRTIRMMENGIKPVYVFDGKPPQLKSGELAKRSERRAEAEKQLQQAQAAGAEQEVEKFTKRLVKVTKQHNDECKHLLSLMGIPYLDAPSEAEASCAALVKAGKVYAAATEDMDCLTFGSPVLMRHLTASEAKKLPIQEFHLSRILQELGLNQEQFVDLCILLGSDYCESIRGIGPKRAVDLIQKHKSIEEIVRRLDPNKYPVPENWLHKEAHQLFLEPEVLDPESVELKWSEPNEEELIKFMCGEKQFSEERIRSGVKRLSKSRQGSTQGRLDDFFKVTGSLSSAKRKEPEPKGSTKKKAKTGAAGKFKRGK
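Recombinant FEN1 (10 nM) was preincubated with pin-transferred compounds for 15 min at room temperature, then flap DNA substrate (50 nM final) was added. Plates were read at 0 and 15 min, and normalized concentration–response data were fitted to a four-parameter Hill equation.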
TDP1 block = TDP1 (human) enzyme inhibition; Q9NUW8; recombinant TDP1, AlphaScreen DNA substrate cleavage; Potency, µM (series often up to 130 µM), without a hit: at the highest dose activity change, negative = inhibition, usual class: inhibitors; actives 0.28% (n = 350,000); also: nearly all actives have a fitted effect of over 40% in size
Target sequence (Q9NUW8 whole entry, looked up): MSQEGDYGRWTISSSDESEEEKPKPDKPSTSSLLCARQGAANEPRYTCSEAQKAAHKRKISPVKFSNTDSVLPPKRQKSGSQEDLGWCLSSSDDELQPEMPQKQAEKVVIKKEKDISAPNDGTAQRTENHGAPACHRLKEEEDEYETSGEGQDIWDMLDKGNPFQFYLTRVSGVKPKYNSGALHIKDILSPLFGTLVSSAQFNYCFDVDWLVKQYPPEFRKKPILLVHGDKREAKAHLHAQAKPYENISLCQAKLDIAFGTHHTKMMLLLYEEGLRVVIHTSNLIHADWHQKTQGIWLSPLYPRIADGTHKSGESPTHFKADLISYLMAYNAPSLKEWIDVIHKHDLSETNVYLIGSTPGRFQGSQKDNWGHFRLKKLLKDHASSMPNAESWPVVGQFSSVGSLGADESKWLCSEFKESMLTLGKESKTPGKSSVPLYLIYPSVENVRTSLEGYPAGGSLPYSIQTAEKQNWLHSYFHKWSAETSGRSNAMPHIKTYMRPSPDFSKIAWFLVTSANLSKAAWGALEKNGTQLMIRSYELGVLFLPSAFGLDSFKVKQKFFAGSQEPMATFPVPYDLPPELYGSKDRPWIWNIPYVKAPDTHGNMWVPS
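AlphaScreen read-out: signal falls as enzyme removes the 3' tyrosine-FITC from a 5'-biotinylated DNA oligo (15 nM, 5 min, RT). Enzyme was E. coli-made recombinant Tdp1 at 1 nM, exposed to compound for 15 min beforehand; beads 10 ug/ml, 10 min.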
N370S GC = inhibits or activates N370S mutant glucocerebrosidase | Potency, µM (series often up to 59.4 µM), without a hit: at the top dose activity change, negative = inhibition, hits mostly inhibitors | actives 0.092% (n = 330,000) | N370S GC spleen homogenate, 4MU-glucoside fluorescence | P04062 | AID 2101;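 also: 0% = full enzyme activity and -100% = no enzyme basal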
Starred values were filed as active, the others as inactive; ? = inconclusive; / = no result given; & = joins results of further samples; [ ] = another dose, or the depositor's remark. Calls follow the shape of the dose curve; as a rule, active = well fitted curve in the direction sought with a large enough effect; inconclusive = small, poorly fitted or top-dose-only effect, or another doubt; inactive = no such curve, though single readings can be large; an effect the other way counts as inactive or inconclusive. Unless noted, % is scaled to controls: 0 for no effect and ±100 for the full control effect; potency is read from the fitted curve at half-maximal effect.

SMILES | FEN1 inhibitor | TDP1 block | N370S GC
O=C(Cn1cc(SCc2ccccc2)c2ccccc21)N1CCCCC1 | -10.1% | 7.7% | /
CCO/N=C/c1ccc(OC)c(Oc2nc(OC)cc(OC)n2)c1 | -4.1% | -2.5% | 3.9%
COc1ccc(CNC(=O)CN=C2NC(=O)C(c3ccccc3)(c3ccccc3)N2)cc1 | 2.4% | 2.6% | -7.2%
Cn1c(N)c(C(=O)COC(=O)C2(c3ccc(Cl)cc3)CCCC2)c(=O)n(C)c1=O | 4.5% | 3.9% | 13.5%
CCOc1cc(C=O)cc(Br)c1OCC(N)=O | 16.0% | -3.1% | -5.8%
COc1ccc(-c2[nH]ncc2CNCCn2cccn2)c(F)c1 | 0.7% | 1.2% | 14.1%
c1ccc(-n2cc(CN3CCC(N4CCOCC4)CC3)c(-c3ccc4c(c3)OCO4)n2)cc1 | 1.3% | 0.0% | -6.2%
CC(C)(C#CCN1CCCC1)OCCC#N | -1.9% | 3.1% | 5.8%
COc1cccc(S(=O)(=O)N2CCOCC2)c1 | -3.1% | 3.6% | 1.1%
COc1cccc(S(=O)(=O)Nc2ccc(C(=O)NCc3ccco3)cc2)c1 | -21.0% | 5.3% | 5.4%
Cc1ccnc(NC(=O)c2ccc(S(=O)(=O)NCc3ccco3)cc2)c1 | 11.0% | -11.5%[0.505 µM] | 1.3%
CC(OC(=O)CSc1ccc([N+](=O)[O-])cc1)C(=O)NC1CC1 (stereo not given) | 2.2% | 1.7% | /
N#CC(C(=O)NC1CC1)c1nc2ccccc2nc1N1CCN(C/C=C/c2ccccc2)CC1 (stereo not given) | 1.7% | 0.0% | -3.5%
O=C(c1cccc(O)c1)N1CCN(C(=O)C2CC2)CC1 | -1.8% | 0.0% | /
O=C(Cn1cc2c(n1)CCCC2)NC1CCN(Cc2ccccc2)CC1 | -3.5% | 0.0% | 0.5%
CCSc1nnc(-c2ccncc2)n1Cc1ccccc1 | -15.1% | 7.8% | -13.9%
COc1ccc(C(CNC(=O)C(C)Oc2ccc(Br)cc2)N2CCCC2)cc1 (stereo not given) | -2.8% | 11.0% | -7.0%
OCCC1CN(CC(c2ccccc2)c2ccccc2)CCN1C1CCCC1 (stereo not given) | 12.9% | 9.0% | -17.1%
Cc1cc(=O)[nH]c(N/N=C2/CCCC/C2=C\c2ccccc2)n1 | 5.9% | 9.5% | 25.5%
O=C(Nc1ccc(-c2nc3ncccc3o2)cc1)c1ccc([N+](=O)[O-])o1 | 10.4% | 6.6% | -2.0%
COc1ccc(C2=NS(=O)(=O)N(C)C(C(=O)NC(C)c3ccccc3)=C2)cc1 (stereo not given) | -20.8%&2.1% | 11.4% | -0.8%
COc1ccc(Nc2nnc(SCC3CCCO3)s2)cc1 (stereo not given) | 1.6% | 7.7% | 1.1%
Cc1ccc2c(C)nc(Nc3nc(CSc4nnnn4-c4ccccc4)cc(=O)[nH]3)nc2c1 | -23.7% | 5.3% | 5.8%
CCOc1cc(CNc2ccc(Br)cc2)cc(Br)c1OCC(=O)NC(C)(C)C | 2.2% | 2.0% | -1.8%
C[C@@H]1Oc2ccccc2C=C1/C=C/C(=O)O | / | 1.9% | -7.4%
Cc1ccc(C2CCN(C(=S)NC(C)(C)C)C2)cc1 (stereo not given) | -22.2% | 0.0% | -2.1%
Cc1c(C(=O)N(C)C)sc2nc(-c3ccccn3)[nH]c(=O)c12 | -15.2% | 7.0% | 2.4%
O=C(Nc1cccc(Cl)c1)C1CCCN(c2cnccn2)C1 (stereo not given) | -5.1% | 6.5% | 2.4%
Cc1cc2c(cc1S(=O)(=O)N(C)CC(=O)Nc1cccc(C#N)c1)OCC(=O)N2 | -1.8% | 5.4% | /
COCCC(=O)N1CCC(Oc2ccc(C(=O)NC(C)CCn3cccn3)cc2)CC1 (stereo not given) | -2.7% | 5.6% | -11.0%
COc1cc(C(=O)OCc2cc(=O)n3nc(C4CCCCC4)sc3n2)cc(OC)c1OC | 11.9% | 4.5% | /
COc1ccc(CCN2CC(C(=O)N(C)CCn3nc(C)cc3C)CCC2=O)cc1 (stereo not given) | -9.9% | 1.1% | 9.0%
O=C(CCS(=O)(=O)c1cccc2nonc12)N1CCN(c2ccc(F)cc2)CC1 | -5.4% | -2.6% | 1.6%
CC1Oc2ccccc2N(CC(=O)NCc2cccs2)C1=O (stereo not given) | -6.1% | -3.7% | 6.1%
O=c1c2oc3ccccc3c2n(Cc2ccccc2Cl)c(=O)n1Cc1ccco1 | 0.9% | 0.0% | /
COc1ccccc1N1CCN(C(=O)c2c(-c3c(Cl)cccc3Cl)noc2C)CC1 | -9.6% | 8.3% | -9.3%
Cc1occc1C(=O)Nc1cccc(C(=O)O)c1 | 12.4% | -1.0% | -2.7%
CCN(CC1CCCN(CCc2cccc(OC)c2)C1)C(=O)c1ccc(COC)o1 (stereo not given) | 18.1% | 4.5% | 2.5%
CCOC(=O)c1c(C)[nH]c(C)c1C(=O)COC(=O)[C@@H]1CCCN1S(=O)(=O)c1ccc(Cl)cc1 | -21.7% | -1.4% | 3.3%
O=C(CCN1CCC(c2ccc(Cl)s2)=N1)c1ccc(Cl)s1 | 13.9% | 0.0% | -0.3%
Nc1cc(=O)[nH]c(SCC(=O)Nc2cccc(S(=O)(=O)N3CCCCC3)c2)n1 | -13.2% | 2.0% | /
CCOc1ccc(CNC(=O)c2nnc(CS(=O)(=O)c3ccccc3)o2)cc1OC | -23.7% | / | -2.7%
Cc1ccccc1CSCC(=O)Nc1ccccc1F | 14.7% | / | -3.7%
O=C(NCc1cccc(Br)c1)c1cccn1-c1nnc(N2CCCCC2)s1 | -13.7% | 2.6% | /
O=C(c1cc(-c2ccncc2)nc2ccc(Cl)cc12)N1CCN(Cc2ccc3c(c2)OCO3)CC1 | -7.6% | 0.0% | -24.4%
COc1ccc(C(=O)Nc2cc3c4c(c2)CC(=O)N4CCC3)c(OC)c1 | 4.5% | 4.7% | -2.2%
CCc1nnc(NC(=O)c2c(OC)cccc2OC)s1 | -1.3% | 3.2% | -6.7%
Cc1cc(C)c(NC2=CC(=O)CC(C)(C)C2)c(C#N)c1 | 9.5% | 4.0% | -20.6%
O=C(Cn1c(-c2ccccn2)nc2ccccc21)N/N=C/c1cccnc1 | -0.2% | / | 1.3%
CCN(c1ccccc1)S(=O)(=O)c1ccc(OC)c(OC)c1 | -16.5% | -1.1% | 2.6%
COc1cccc(-n2cc(C(=O)NCc3ccccc3OC)c3ccccc3c2=O)c1 | 20.4% | 3.9% | /
COC(=O)CCc1nc2c(C#N)c(-c3ccc(Cl)cc3)ccn2n1 | 2.4% | 2.9% | -4.5%
Cc1ccc(-c2noc(C3CCN(C(=O)Nc4ccc(C#N)cc4)CC3)n2)o1 | -2.7% | 5.0% | -2.5%
C/C=C/C1=CC2=CC(=O)C(C)(OC(=O)c3c(C)cc(O)cc3O)C(=O)C2=CO1 (stereo not given) | / | -6.9% | -2.8%
CCOc1ccc(-n2cc(-c3ccccc3)c3c(NC4CCCC4)ncnc32)cc1 | -4.0% | 5.2% | /
COC(=O)c1ccc(C2/C(=C(/O)c3ccc(OC(C)C)cc3)C(=O)C(=O)N2c2cc(C)on2)cc1 (stereo not given) | 13.0% | 4.4% | 12.9%
COc1ccc([N+](=O)[O-])cc1N(CC(=O)NCCSc1ccc(C)cc1)S(C)(=O)=O | 1.0% | 1.2% | 4.8%
O=C1CCC(N2C(=O)c3ccccc3C2=O)C(=O)N1 (stereo not given) | -12.0% | 5.2%[56.1 µM] | 0.5%&-3.5%&10.9%&-6.1%&3.2%
N#C/C(=C\c1ccco1)C(=O)Nc1cccc2ncccc12 | -9.4% | 3.2% | -3.1%
NC(=O)c1c(NC(=O)c2cccc(N3C(=O)CCC3=O)c2)sc2c1CCCCC2 | -4.2% | -1.3% | 3.1%

A second format for some results above:
COc1ccc([N+](=O)[O-])cc1N(CC(=O)NCCSc1ccc(C)cc1)S(C)(=O)=O
  FEN1 inhibitor: 1.0%
  TDP1 block: 1.2%
  N370S GC: 4.8%

NC(=O)c1c(NC(=O)c2cccc(N3C(=O)CCC3=O)c2)sc2c1CCCCC2
  FEN1 inhibitor: -4.2%
  TDP1 block: -1.3%
  N370S GC: 3.1%

CCN(c1ccccc1)S(=O)(=O)c1ccc(OC)c(OC)c1
  FEN1 inhibitor: -16.5%
  TDP1 block: -1.1%
  N370S GC: 2.6%

(further entries)
SMILES | FEN1 inhibitor | TDP1 block | N370S GC
Cc1ccc(C(C)NC(=O)c2cc3ccccc3oc2=O)cc1C (stereo not given) | 14.5% | / | ?
CCOc1cc(/C=C2\SC(=S)N(C(C(=O)O)c3ccccc3)C2=O)ccc1O (stereo not given) | ? | -2.6% | -10.2%
CC1CC(C)CN(C(=O)COC(=O)c2ccc([N+](=O)[O-])o2)C1 (stereo not given) | -18.5% | 0.5%[56.1 µM] | /
CCC(C)NC(=O)C1CCN(S(=O)(=O)N2CCC3(CC2)OCCO3)CC1 (stereo not given) | -12.8% | 0.0% | -2.7%
O=C(N/N=C/C(Br)=C/c1ccccc1)c1cc(-c2ccco2)[nH]n1 | -3.6% | 5.9% | -1.3%
CN1C(=O)CC(N2CCN(CC(N)=O)CC2)C1=O (stereo not given) | -3.1% | 3.9% | 0.9%
COc1ccc(C(=O)Nc2nnc(Cc3ccc(OC)c(OC)c3)s2)cc1 | 5.0% | / | -3.3%
COc1ccc(-c2cc(C)no2)cc1S(=O)(=O)NCCCN1CCN(c2ccccc2)CC1 | 6.7% | 1.1% | -11.0%
NC(=NC1CCCCC1)NS(=O)(=O)c1ccccc1 | 10.5% | / | -6.7%
O=C(O)CCn1cc(/C=C/C(=O)c2ccc(Cl)cc2)c(-c2cccc(Br)c2)n1 | ? | 6.2% | 24.6%
CC(NC(=O)c1cccc(N2CCCC2=O)c1)c1ccc2c(c1)OCCO2 (stereo not given) | 4.0% | 6.5%[56.1 µM] | -10.1%
N#Cc1ccc(CSc2nnc(-c3ccncc3)o2)cc1 | -12.7% | -1.2% | 0.0%

Profiles, looked up by structure. Order of values: FEN1 inhibitor	TDP1 block	N370S GC
Record of Cc1ccc(C(C)NC(=O)c2cc3ccccc3oc2=O)cc1C (stereo not given) = 14.5%	/	?
Record of CCC(C)NC(=O)C1CCN(S(=O)(=O)N2CCC3(CC2)OCCO3)CC1 (stereo not given) = -12.8%	0.0%	-2.7%
Record of COc1ccc(C(=O)Nc2nnc(Cc3ccc(OC)c(OC)c3)s2)cc1 = 5.0%	/	-3.3%
Record of CN1C(=O)CC(N2CCN(CC(N)=O)CC2)C1=O (stereo not given) = -3.1%	3.9%	0.9%
Record of N#Cc1ccc(CSc2nnc(-c3ccncc3)o2)cc1 = -12.7%	-1.2%	0.0%

Further structures follow:
SMILES | FEN1 inhibitor | TDP1 block | N370S GC
CCC(CC)c1nnc(NC(=O)C2CC(=O)N(C3CCCC3)C2)s1 (stereo not given) | 0.6% | 9.2% | 2.1%
O=c1nc(C(F)(F)F)nc2ccccn12 | -2.5% | 4.5% | -19.5%
O=C(NC1CCCC1)C(c1ccccc1)N(Cc1cccnc1)C(=O)Cc1cccs1 (stereo not given) | 19.1% | 3.0% | -5.2%
CCOC(=O)CNC(=O)Nc1cc(C(=O)NCc2ccc(C(C)C)cc2)ccc1N1CCCC1 | -0.5% | 1.2% | /
COc1ccc(-c2noc(=O)n2Cc2cc(C)ccc2C)cc1 | -18.5% | 2.8% | -1.4%
O=C(NCCCNC(=O)c1ccccn1)c1ccc(Cl)cc1 | 49.1%[activator] | / | -19.3%
CCOc1ccc(-c2cc3cc(OC)c(OC)cc3c(C)n2)cc1 | 0.0% | 6.2% | -1.1%
Cn1c(=O)c2c(ncn2CC(=O)OCC(=O)Nc2ccccc2Cl)n(C)c1=O | -5.1% | -4.2% | -3.3%
CCn1c(CN2CCCCC2)nc2cc(S(=O)(=O)N3CCCCC3)ccc21 | 16.0% | 0.0%[56.1 µM] | /
COc1ccc(CNC(=O)c2cc3sccc3n2Cc2ccc(F)cc2)cc1 | 2.6% | 3.8% | /
Cc1nc(-c2ccc(NC(=O)Cc3ccccc3)cc2)cs1 | -4.9% | / | -8.6%
CCC(=O)Nc1ccc(N2CCN(C(=O)c3ccccc3C)CC2)cc1 | -3.8% | 1.1% | -1.0%
COc1cccc(CNC(=O)CN2C(=O)N(c3ccc(C)cc3C)S(=O)(=O)c3ccccc32)c1OC | -8.0% | 4.4% | /
CC(C)NC(=S)NCc1cccs1 | 21.1% | / | -5.4%
COC(=O)C1=C(C)NC2=C(C(=O)C(C(=O)OC)C(c3ccc(OC)cc3)C2)C1c1ccccn1 (stereo not given) | 4.6% | 0.0% | 2.9%
Cc1ccccc1NS(=O)(=O)c1cc(C(=O)Nc2ccccc2-c2ccccc2)ccc1Cl | -14.7% | 1.1% | 16.2%
CCc1nnc(NC(=O)CSc2ccc(-c3cccs3)nn2)s1 | -2.3% | -2.5% | -2.2%
Cc1c(C(=O)N2CCCC2)oc2c1-c1nn(CC(=O)NCc3ccccc3Br)cc1CC2 | ? | 7.7% | /
Cc1ccn2c(=O)c(C(=O)NC(C)c3ccccc3)c(O)nc2c1 (stereo not given) | 3.1% | 5.9% | /
